Compound activity from PubChem.
aGlu spleen mod: lysosomal alpha-glucosidase (human) modulation. P10253. human spleen homogenate, 4-MU-alpha-glucoside fluorescence. Potency, µM (highest dose often 79.9 µM), for inactives: at the highest dose activity change, negative = inhibition, hits mostly inhibitors. hit rate 0.006% among 240,000. AID 2112;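 further: 0% = enzyme with vehicle and -100% = no enzyme basal signal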
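Enzyme source: human spleen homogenate, 1 ug/well. Buffer 50 mM citric acid/K phosphate pH 5.0, 0.01% Tween-20. 4-MU-alpha-glucoside 1 mM; 37 C x 40 min; NaOH/glycine stop; fluorescence.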
GAA glycogen: inhibitors or activators of human alpha-glucosidase glycogen cleavage; P10253; recombinant GAA, glycogen substrate, Amplex Red glucose oxidase fluorescence; Potency, µM (series often up to 76.4 µM), without a hit: at the top dose activity change, negative = inhibition, hits mostly inhibitors; hit rate 0.38% among 300,000;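 further: 0% = full enzyme reaction and -100% = no-enzyme basal signal; the screen sought inhibitors and activators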
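Recombinant human enzyme (4 nM); glycogen substrate; 37 C, 40 min, pH 5.0. Readout: coupled glucose oxidase/Amplex Red fluorescence.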
L3MBTL1 block: inhibitors of human L3MBTL1; Q9Y468; AlphaScreen L3MBTL1–H3K9me1 peptide binding; Potency, µM (highest dose often 57.1 µM), without a hit: at the top dose activity, negative = inhibition, hits mostly inhibitors; hit rate 0.66% among 230,000; further: nearly all actives have a fitted effect of over 60% in size
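First, the protein-peptide complex forms for 30 min at room temperature (L3MBTL1 50 nM, biotinylated H3K9me1 peptide 75 nM). Next, compounds are pin-transferred and incubated 30 min. Finally, AlphaScreen beads are added and read after 30 min.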
RECQ1 helicase: RECQ1 (human) helicase inhibition | P46063 | RECQ1 DNA unwinding, red fluorescence kinetic read | Potency, µM (highest dose often 57.3 µM), for the others: top-dose activity, negative = inhibition, actives largely listed as inhibitors | hit rate 0.54% among 240,000;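 further: plate controls were vehicle for no effect and no enzyme for full effect; nearly all actives have a fitted effect of over 30% in size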
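50 nM RECQ1T1 preincubated 15 min with compound in Tris pH 8.0 buffer with MgCl2, DTT, Tween-20 and 2.5 ug/ml poly(dI-dC); started with 200 nM TAMRA/BHQ-2 forked duplex and 2 mM ATP. Unwinding read as fluorescence (525/598 nm), two reads 2 h apart.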
GAA inhib: inhibitors of human lysosomal alpha-glucosidase; purified human GAA, 4-MU-alpha-glucoside fluorescence; Potency, µM (highest dose often 76.9 µM), for inactives: at the top dose activity change, negative = inhibition, actives largely listed as inhibitors; hit rate 0.005% among 200,000; AID 1466;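 further: plate controls were uninhibited enzyme wells for no effect and no-enzyme background for full effect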
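qHTS format, compound range up to 77 uM. Human lysosomal enzyme at 4 nM, 400 uM 4-MU glucoside substrate, pH 5.0, 20 min room temperature; fluorescence after alkaline stop gives activity normalized to controls.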
TRb-SRC2 inh: TRbeta-SRC2 interaction inhibition. P10828. TRbeta-SRC2 peptide binding, fluorescence polarization; receptor liganded with 1 µM T3. Potency, µM (titrated, usually from 106 µM), for the others: at the top dose activity change, negative = inhibition, usual class: inhibitors. hit rate 0.065% among 280,000. AID 1469;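 further: plate controls were bound peptide for no effect and peptide without receptor for full effect; nearly all actives have a fitted effect of over 50% in size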
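Human TRb ligand-binding domain (0.6 uM) is mixed with 20 nM Texas Red SRC2 peptide and 1 uM T3; after compound addition and 5 hr at ambient temperature, polarization is measured and normalized to unbound and bound controls.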
TR SRC2 fluor cs: Texas Red fluorescence interference in TRb-SRC2 counter-screen; hit rate 0.29% among 280,000; TRb/SRC2 Texas Red total fluorescence interference; AID 1479; Potency, µM (doses to about 106 µM), without a hit: at the highest dose fluorescence change, negative = quenching; active means well fitted curve in either direction with a large enough effect; inconclusive means small, poorly fitted or top-dose-only effect
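Human TRb ligand-binding domain at 0.6 uM with 20 nM Texas Red SRC2 peptide in Tris buffer containing 1 uM T3 and 5% DMSO, incubated with compound 5 h at ambient temperature. Total fluorescence (555/632 nm) calculated as parallel + 2 × perpendicular.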
RGS12 GoLoco inh: blocks human Gai1 binding to RGS12 GoLoco peptide, red readout | Gai1:RGS12 GoLoco peptide FP, rhodamine, 10 min | AID 880 | P63096 | Potency, µM (highest dose often 61.6 µM), for the others: at the top dose activity, negative = inhibition, actives largely listed as inhibitors | hit rate 0.44% among 230,000; active means well fitted inhibition curve with a large enough effect, not every such curve was filed as active; inactive means no such curve, though single readings can be large or run the other way; further: nearly all actives have a fitted effect of over 30% in size; many of its hits are not listed in these tables
Active calls of the source: *; i = inactive; u = inconclusive; x = no result given; & = joins results of further samples; [ ] = another dose, or the depositor's remark. Unless noted, the call rests on the fitted dose curve; in most records, active means well fitted curve in the direction sought with a large enough effect; inconclusive means small, poorly fitted or top-dose-only effect, or another doubt; inactive means no such curve, though single readings can be large; an effect the other way counts as inactive or inconclusive. Unless noted, on the % scale 0 is the no-effect control and ±100 the full control effect; potency means the concentration at half of the fitted maximal effect. Not all compounds are listed; rates above refer to the full screens.

entry	molecule	aGlu spleen mod	GAA glycogen	L3MBTL1 block	RECQ1 helicase	GAA inhib	TRb-SRC2 inh	TR SRC2 fluor cs	RGS12 GoLoco inh
1	COc1ccc(-c2cc(C(F)(F)F)nc(SCCC(=O)N3CCN4CCCC4C3)n2)cc1 (centres undefined)	-11.8%	-4.8%	1.4%	-14.0%	-8.3%	-5.0%	-0.7%	5.3%
2	CCOc1ccc(NC(=S)NCCCN2CCN(C3CCCCC3)CC2)cc1	3.9%	4.3%	-0.4%	-7.0%	4.9%	7.3%	0.3%	7.8%
3	O=c1[nH]c2cc(Cl)ccc2c(O)c1-c1ccc(Oc2ccccc2)cc1	-7.3%	x	x	12.6%	x	8.7%	-3.2%	8.8%
4	COc1ccccc1C1C(C(N)=O)=C(C)Nc2ncnn21 (centres undefined)	-4.9%	-7.4%	-2.1%	-2.2%	u	-2.2%	-2.7%	-11.4%
5	Cc1cccc2cc(C(c3nnnn3Cc3ccc4c(c3)OCO4)N3CCCC3)c(=O)[nH]c12 (centres undefined)	-3.7%	-11.2%	-6.7%	i	-1.3%	2.2%	-3.1%	8.9%
6	O=C(Nc1ccc2c(c1)OCO2)N1CCN(Cc2ccco2)CC1	0.8%	7.2%	-8.7%	i	x	1.4%	0.5%	-35.6%
7	Cc1sccc1C1C(C#N)=C(N)SC(N)=C1C#N	-2.4%	-2.8%	-1.6%	-17.7%	-4.4%	1.2%	9.3%	54.1%[activator]
8	O=C(COC(=O)CCC1CCCC1)Nc1nc2c(F)c(F)c(F)cc2s1	4.8%	2.3%	4.7%	-0.6%	0.0%	-1.2%	-3.1%	x
9	CCCn1nc(C(=O)N2CCCc3ccccc32)c2ccccc2c1=O	2.2%	2.5%	7.3%	i	u	3.3%	0.5%	-0.1%
10	COc1ccccc1[C@@H]1C(c2cccc(C)c2)=NN(c2ccc(Br)cc2)[C@H]1C(=O)N1CCOC1=O	12.0%	x	26.8%	i	x	5.7%	-4.0%	3.9%
11	Cc1nc2ccccc2n1S(=O)(=O)c1ccc(Br)cc1	1.4%	2.2%	4.2%	7.7%	1.8%	3.1%	1.6%	4.0%
12	COc1ccccc1/C=C1\SC(=S)N(Nc2nc(C)cc(C)n2)C1=O	-2.2%	-12.5%	-2.1%	i	-3.1%	-1.0%	-2.5%	15.9%
13	c1ccc2n[nH]nc2c1	4.2%	x	x	-3.2%	x	-2.8%	-1.2%	15.8µM*
14	CCOC(=O)c1c[nH]n(-c2ccccc2)c1=O	-5.2%	-7.2%	x	i	-2.2%	-4.3%	-1.8%	7.0%
15	O=C1CCC(=O)N1CNc1ccccn1	-5.1%	4.2%	-2.2%	-1.5%	-7.1%	-22.1%	-1.0%	2.3%
16	COc1ccccc1N1CCN(CC(=O)N(CC(C)C)c2c(N)n(CC(C)C)c(=O)[nH]c2=O)CC1	-2.8%	-5.6%	x	-2.0%	-1.2%	-6.3%	-1.3%	0.9%
17	CC(C)=CCN1CCN(Cc2ccc(C#CC(C)(C)O)s2)CC1CCO (centres undefined)	0.8%	12.8%	-7.4%	2.7%	-1.9%	1.0%	-0.5%	8.7%
18	Cn1cc(CN2CCC(CO)(CCCc3ccccc3)CC2)c(-c2ccccc2)n1	3.3%	4.8%	x	0.5%	x	0.0%	-3.7%	-15.9%
19	CCOC(=O)C1CCN(C(c2cc(OC)c(OC)c(OC)c2)c2sc3nc(C)nn3c2O)CC1 (centres undefined)	-7.6%	-2.7%	7.4%	u	-0.7%	-7.1%	0.3%	3.9%
20	CC1(C)NC(=O)N(CCOCCOc2c(Cl)cc(Cl)cc2Cl)C1=O	2.4%	3.2%	x	-5.7%	-4.1%	-9.5%	-2.0%	6.5%
21	CC(=O)OCCn1c(=O)c2cc3c(=O)n(CCOC(C)=O)c(=O)c3cc2c1=O	3.9%	-0.6%	-3.0%	-6.4%	-13.2%	-0.7%	1.1%	-1.0%
22	O=C(Nc1nncs1)c1ccccc1NS(=O)(=O)c1cccs1	4.6%	4.2%	2.0%[11.4 µM]	-4.9%	u	-1.5%	-11.0%	-1.6%
23	Cc1ccc(C(=O)O)cc1NC(=O)CSc1ncnc2sc3c(c12)CCC3	-0.6%	4.4%	0.1%	1.9%	-0.5%	2.1%	-4.5%	13.2%
24	CCOc1ccccc1Nc1nnc(SCC(=O)Nc2cccc(S(=O)(=O)NC3=NCCCCC3)c2)s1	-5.4%	0.6%	-8.0%	i	-11.6%	-5.6%	-4.0%	7.8%
25	O=C(NCc1ccccc1)c1c[nH]c2ccc(S(=O)(=O)Nc3ccc4c(c3)OCCO4)cc2c1=O	-11.3%	-13.6%	-17.1%	-3.3%	-1.8%	2.7%	-1.9%	-0.2%

Single records, from the list above. Values in the order: aGlu spleen mod | GAA glycogen | L3MBTL1 block | RECQ1 helicase | GAA inhib | TRb-SRC2 inh | TR SRC2 fluor cs | RGS12 GoLoco inh
Shown for COc1ccccc1[C@@H]1C(c2cccc(C)c2)=NN(c2ccc(Br)cc2)[C@H]1C(=O)N1CCOC1=O : 12.0% | x | 26.8% | i | x | 5.7% | -4.0% | 3.9%
Shown for O=C1CCC(=O)N1CNc1ccccn1 : -5.1% | 4.2% | -2.2% | -1.5% | -7.1% | -22.1% | -1.0% | 2.3%
Shown for O=C(Nc1ccc2c(c1)OCO2)N1CCN(Cc2ccco2)CC1 : 0.8% | 7.2% | -8.7% | i | x | 1.4% | 0.5% | -35.6%
Shown for O=C(Nc1nncs1)c1ccccc1NS(=O)(=O)c1cccs1 : 4.6% | 4.2% | 2.0%[11.4 µM] | -4.9% | u | -1.5% | -11.0% | -1.6%
Shown for CCOc1ccccc1Nc1nnc(SCC(=O)Nc2cccc(S(=O)(=O)NC3=NCCCCC3)c2)s1 : -5.4% | 0.6% | -8.0% | i | -11.6% | -5.6% | -4.0% | 7.8%

(next part)
entry	molecule	aGlu spleen mod	GAA glycogen	L3MBTL1 block	RECQ1 helicase	GAA inhib	TRb-SRC2 inh	TR SRC2 fluor cs	RGS12 GoLoco inh
26	COc1ccc(-c2cc(C(=O)N3CCN(Cc4ccccc4)CC3)no2)cc1OC	-7.2%	-10.6%	-0.8%[11.4 µM]	i	-1.9%	4.7%	0.1%	5.1%
27	CCOC(=O)c1c(-c2ccc(F)cc2)csc1NC(=O)C1CC=CCC1C(=O)O (centres undefined)	7.6%	-16.0%	u	i	-8.9%	-1.3%	-0.3%	3.4%
28	COc1ccc2c(c1)C(c1ccc(C)cc1)CC(=O)O2 (centres undefined)	1.7%[119 µM]	x	x	-8.8%[81.1 µM]	x	8.1%	-1.5%	15.5%[88.7 µM]
29	Cn1c(SCC(=O)Nc2cc(=O)n(C)c(=O)n2C)nnc1-c1cccs1	-7.2%	0.5%	x	9.2%	3.0%	-11.5%	0.1%	13.1%
30	O=C1c2ccccc2C(=O)N1CC(O)COCc1ccccc1 (centres undefined)	-5.1%	1.4%	-0.5%	-2.7%	5.7%	-8.3%	-2.4%	6.2%
31	C/C(=N\NC(=O)COc1ccc(C(C)(C)C)cc1)c1cc2ccccc2o1	1.3%	0.8%	-0.7%	-12.4%	-4.5%	1.3%	1.4%	7.4%
32	O=C(Nc1ccccc1)c1ccc(Br)c(S(=O)(=O)Nc2cccnc2)c1	-7.4%	3.1%	0.6%	1.6%	u	-8.5%	-0.9%	-4.0%
33	CCCCCCCC(=O)O	9.2%&10.9%	x	5.3%	-2.4%&-6.6%	x	2.9%&-7.0%	-0.3%&-1.2%	-2.3%&7.0%
34	CC1(C)Cc2cccc(OCC(=O)Nc3nccs3)c2O1	5.6%	-5.0%	-0.2%	-10.1%	-13.7%	1.4%	-3.1%	13.0%
35	CCOC(=O)COc1ccc2c(C#N)c3ccccn3c2c1	1.2%	0.6%	48.1%[activator]	i	-22.6%	-1.8%	-0.8%	7.4%
36	COc1cccc(-c2ccc(C#N)c(SCC(=O)NCc3ccco3)n2)c1	3.1%	8.5%	0.8%	7.6%	u	-3.4%	-7.5%	15.0%
37	CC(C)c1nc(N2CCN(C(=O)c3ccccc3)CC2)c(C#N)c2c1COC(C)(C)C2	-2.6%	14.0%	26.4%[11.4 µM]	i	-5.3%	4.4%	2.1%	6.0%
38	NS(=O)(=O)c1ccc(NC(=S)Nc2ccn(Cc3cccc4ccccc34)n2)cc1	-4.1%	-5.8%	x	i	-8.9%	-0.8%	1.5%	1.2%
39	CCN(CC)CCN1C(=O)c2oc3ccccc3c(=O)c2C1c1ccc(F)cc1 (centres undefined)	-5.4%	1.1%	x	-4.5%	-2.8%	-1.3%	1.6%	7.8%
40	C=CCN1C(=O)/C(=C\c2ccco2)C(C(=O)OC)=C1C	5.3%	-20.8%	u	9.5%	u	-7.4%	-1.4%	-28.2%
41	Cc1cccc(OCC(=O)NNC(=O)c2cccs2)c1	2.4%	-1.1%	x	-3.2%	2.4%	-2.9%	-2.4%	9.6%
42	CCOc1ccc(NC(=O)Nc2cc(OCC(F)(F)F)cc(OCC(F)(F)F)c2)cc1	-3.7%	11.2%	-17.3%	-3.0%	-4.7%	3.9%	-3.3%	-2.8%
43	COc1cc(/C=C/C(=O)OCC(=O)Nc2ccc(C)cc2[N+](=O)[O-])ccc1O	-1.2%	-7.4%	-1.6%	i	-4.8%	-0.7%	-0.9%	3.1%
44	COc1ccc(C)cc1N	-8.2%	x	x	21.5%	x	8.8%	-2.0%	-2.6%
45	O=C(c1cccs1)N1CCN(Cc2nc3ccccc3c(=O)[nH]2)CC1	-9.2%	6.4%	11.1%	i	-9.9%	5.4%	0.0%	9.0%
46	CCOC(=O)CC(NC(=O)c1cccc2c1C(=O)N(Cc1cccnc1)C2)c1ccc(OC(C)C)cc1 (centres undefined)	-3.5%	-0.4%	x	-0.7%	u	-6.9%	-9.7%	3.0%
